# Source: PubChem (National Center for Advancing Translational Sciences (NCATS))
# ALOX15B inhib – inhibitors of human 15-lipoxygenase 2 (ALOX15B) | 110,000 compounds, 0.56% hits | Potency, µM (doses to about 57.1 µM), for inactives: at the highest dose activity change, negative = inhibition, actives largely listed as inhibitors | purified 15hLO-2, xylenol orange hydroperoxide absorbance | O15296; also: potency is read from the fitted curve at half-maximal effect; nearly all actives have a fitted effect of over 60% in size; many of its hits are not listed in these tables
#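 Purified human 15hLO-2 (50 nM final) preincubated with compounds 15 min at room temperature in 25 mM Hepes pH 7.5, 0.01% Triton X-100, then 45 uM arachidonic acid added for 90 min; hydroperoxide detected via ferrous/xylenol orange, 573/405 nm absorbance ratio.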
# 12-hLO inh – 12-hLO (ALOX12) enzyme inhibition. Potency, µM (highest dose often 57.1 µM), for inactives: top-dose activity change, negative = inhibition, actives largely listed as inhibitors. P18054. purified 12-hLO, xylenol orange hydroperoxide absorbance. 150,000 compounds, 0.12% hits; also: potency is read from the fitted curve at half-maximal effect; nearly all actives have a fitted effect of over 55% in size; many of its hits are not listed in these tables
# Target sequence (P18054 whole entry, looked up): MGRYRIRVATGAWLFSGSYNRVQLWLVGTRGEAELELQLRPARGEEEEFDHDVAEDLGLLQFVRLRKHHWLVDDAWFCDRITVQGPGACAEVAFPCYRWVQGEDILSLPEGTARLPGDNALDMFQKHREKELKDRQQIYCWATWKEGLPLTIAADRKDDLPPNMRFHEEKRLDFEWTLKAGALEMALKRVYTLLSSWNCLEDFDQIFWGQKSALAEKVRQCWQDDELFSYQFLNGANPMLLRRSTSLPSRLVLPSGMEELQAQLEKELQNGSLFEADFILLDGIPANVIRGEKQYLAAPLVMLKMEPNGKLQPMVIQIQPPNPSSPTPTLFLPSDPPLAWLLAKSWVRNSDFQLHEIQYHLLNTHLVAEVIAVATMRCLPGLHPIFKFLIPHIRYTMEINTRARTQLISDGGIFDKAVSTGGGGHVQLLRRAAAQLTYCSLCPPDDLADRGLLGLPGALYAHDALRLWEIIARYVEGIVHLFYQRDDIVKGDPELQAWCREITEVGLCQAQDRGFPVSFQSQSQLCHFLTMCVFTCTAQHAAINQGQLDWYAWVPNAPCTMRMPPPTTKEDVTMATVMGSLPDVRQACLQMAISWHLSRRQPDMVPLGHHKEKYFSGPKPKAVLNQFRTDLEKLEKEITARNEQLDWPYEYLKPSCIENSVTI
#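 Hydroperoxide formation by human 12-lipoxygenase from 40 uM arachidonic acid was followed colorimetrically via ferric-xylenol orange complex, using the 573/405 nm absorbance ratio. Enzyme concentration was 150 nM, with 30 min reaction at room temperature.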
# IMPase cell inh – membrane-permeable compound that blocks inositol monophosphatase; 120,000 tested, under 10 active; AID 901; inhibition (IP1 accumulation), % at 46.1 µM; CHO-M1 cells, IP1 accumulation, HTRF TR-FRET ratio; active = well fitted curve in the direction sought with a large enough effect in the signal ratio, not every such curve was filed as active; inconclusive = small, poorly fitted or top-dose-only effect, or a change in a side signal; inactive = no such curve, though single readings can be large or run the other way; the % refers to the signal ratio;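 also: cells stimulated with carbachol in lithium chloride buffer; plate controls were DMSO basal wells for no effect and reference inhibitor wells for full effect; higher means more IMPase inhibition seen as more IP1 and lower FRET ratio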
# Target sequence (P97697 whole entry, looked up): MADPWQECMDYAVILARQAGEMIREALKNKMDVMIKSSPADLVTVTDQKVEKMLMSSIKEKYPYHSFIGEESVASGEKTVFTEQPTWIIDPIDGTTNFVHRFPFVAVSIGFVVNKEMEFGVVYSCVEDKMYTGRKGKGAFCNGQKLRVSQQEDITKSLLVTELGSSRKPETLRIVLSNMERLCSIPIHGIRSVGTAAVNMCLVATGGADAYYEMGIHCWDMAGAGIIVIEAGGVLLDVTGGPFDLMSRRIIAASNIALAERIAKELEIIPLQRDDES
#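 Carbachol-driven Gq signalling in CHO-M1 cells (2000/well) generates IP1. Compounds that block IMPase raise IP1 and so reduce the FRET signal from Eu-anti-IP1 and d2-IP1 after a 10 min room-temperature lysis.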
# PNC inhibitor – blocks assembly of the perinucleolar compartment; PC3M PTB-GFP, PNC prevalence imaging, 16 h; hits give low values; activity change (PNC), negative = inhibition, % at 10 µM; 140,000 compounds, 3.1% hits; AID 2417;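 active = readout at or below -70, meaning at least 70% loss of cells showing the perinucleolar compartment, a nuclear body marking cancer cells; inconclusive = readout between -30 and a set limit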;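 also: plate controls were DMSO wells for no effect and camptothecin positive control wells for full effect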
#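 Compounds are pinned in duplicate onto adhered PC3M cells stably expressing GFP-tagged PTB and incubated 16 h at 37 C. Cells are then fixed, nuclei stained with Hoechst, and PNC-positive cells counted.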
# * hit, by the source's call; ? = inconclusive; . = no result given; & = joins results of further samples; [ ] = another dose, or the depositor's remark. Unless noted, calls follow the shape of the dose curve; as a rule, active = well fitted curve in the direction sought with a large enough effect; inconclusive = small, poorly fitted or top-dose-only effect, or another doubt; inactive = no such curve, though single readings can be large; an effect the other way counts as inactive or inconclusive. Unless noted, % is scaled to controls: 0 for no effect and ±100 for the full control effect. Only part of the results is shown. The share of hits here may be higher or lower than overall.
# Start of the data: the first 3 entries, ahead of the listing:
SMILES,ALOX15B inhib,12-hLO inh,IMPase cell inh,PNC inhibitor
CC(C)N(CCC(C(N)=O)(c1ccccc1)c1ccccn1)C(C)C (centres undefined),0%,-4%&-4%,.,5
COc1ccccc1CN1CCN(C(=O)COc2ccccc2)CC1,2%[11.4 µM],-2%,10[1.84 µM],-2
CCOC(=O)C1=C(N)OC2=C(C(=O)CCC2)C12C(=O)N(CC(N)=O)c1ccccc12 (centres undefined),-9%,0%,1,-15

# The whole of this part, from the start:
SMILES,ALOX15B inhib,12-hLO inh,IMPase cell inh,PNC inhibitor
CC(C)N(CCC(C(N)=O)(c1ccccc1)c1ccccn1)C(C)C (centres undefined),0%,-4%&-4%,.,5
COc1ccccc1CN1CCN(C(=O)COc2ccccc2)CC1,2%[11.4 µM],-2%,10[1.84 µM],-2
CCOC(=O)C1=C(N)OC2=C(C(=O)CCC2)C12C(=O)N(CC(N)=O)c1ccccc12 (centres undefined),-9%,0%,1,-15
COc1ccccc1N1CCNCC1,12%&7%,9%&-3%,5,.
COc1cccc(N2C(=O)NC(=O)C3(Cc4cc(C)ccc4N(C)C3)C2=O)c1 (centres undefined),-17%,0%,-6,?
CC(C)[C@H](CO)Nc1nc(Nc2cccc(Cl)c2)c2ncn(C(C)C)c2n1,25%,-10%,1,.
COc1ccc(Cc2nccc3cc(OC)c(OC)cc23)cc1OC,-4%,?,9,16
CN1CCN(c2ccc3ccccc3n2)CC1,18%&9%,-6%&-4%,4&4,.
O=c1c2ccccc2nc(-c2ccc(Cl)cc2Cl)n1-c1ccncc1,-2%,-4%,-5,?
CC1CCN(CC(=O)c2ccccc2Cl)CC1,.,-1%,1,?
O=C(OCC(=O)c1ccc([N+](=O)[O-])cc1)/C(=C/c1ccc(Cl)cc1)NC(=O)c1ccccc1,.,-3%,.,?
Cn1nc(-c2ccc(OCC(=O)N3CCN(Cc4ccccc4)CC3)cc2)c2ccccc2c1=O,5%[2.29 µM],-4%&-2%,6&2,18&-12
COc1ccc2[nH]c(C)c(CCN3CCC(=O)C(C)C3C)c2c1 (centres undefined),12%,-7%,8,44
CC1(C)C(O)CC(=O)[C@]2(C)C1CC(=O)[C@]1(C)C2CC[C@@]2(C)C(c3ccoc3)OC(=O)C3O[C@@]321 (some centres undefined),-9%,-4%,.,.
CCN1CCN(c2ccc([N+](=O)[O-])cc2C=C2C(=O)NC(=O)NC2=O)CC1,.,-5%,.,26
CCOc1ccc(-n2c(-c3ccoc3)nc3ccccc3c2=O)cc1,0%,4%,16,6
O=C1N(CN2CCOCC2)c2ccccc2C1(O)c1c[nH]c2ccccc12 (centres undefined),-5%,-3%,-11,22
Cc1ccc2c(c1)C1CN(C)CCC1N2C(=O)Cn1nnc(-c2ccccc2F)n1 (centres undefined),13%,10%,-5,-101*
N#CCCn1cc(C(=O)Nc2ccccc2Cl)c(-c2ccc([N+](=O)[O-])cc2)n1,.,-2%,.,2
CN1C[C@H](CNC(=O)OCc2ccccc2)C[C@@H]2c3cccc4c3c(cn4C)C[C@H]21,33%[activator],-10%,4,-28
Cc1nc2ncnn2c(C)c1CCC(=O)N1CCC2(CC1)OCCO2,5%,-7%,?,?
CCCN(CC#CCO)CCC,.,5%,-1,196
CCOc1ccc(N=Cc2c(O)n(C(C)(C)C)c(=O)[nH]c2=O)cc1,-12%,-1%,0,-17
Cc1sc2c(c1C)C(c1ccc(C(C)(C)C)cc1)=NCC(=O)N2CC(=O)Nc1nccs1,.,-8%,3,64
Nc1ccccc1C(=O)OC1CSC1,-3%,-6%,3,6
COC(=O)OCC12CCC(O1)C1(C)C(=O)OCC21 (centres undefined),.,-2%,.,9
CCC(C(=O)N1CCC2(CC1)OCCO2)c1ccccc1 (centres undefined),.,1%,1,160
O=C(CSC1c2ccccc2-c2ccccc21)N/N=C/c1ccccc1,-7%,2%,9,0
CCC(=O)N1N=C2C3CCN(CC3)C2C1c1ccc(C)cc1 (centres undefined),.,0%,.,39
CC(C(=O)c1c[nH]c2ccccc12)N1CCSCC1 (centres undefined),-4%,7%,3,5
[N-]=[N+]=CC(=O)OC[C@H](N)C(=O)O,.,-2%,.,-25
CC(C)(C)c1ccc(O)c(C[N+](C)(C)C)c1,11%[11.4 µM],-3%[11.4 µM],.,.
CC(=O)C1=C(C)OC(N)=C(C(=O)OC(C)C)C12C(=O)Nc1ccccc12 (centres undefined),-12%,1%,1,-11
O=C(NC(c1ccc(Cl)cc1)P(=O)(Oc1ccccc1)Oc1ccccc1)OCc1ccccc1 (centres undefined),.,0%,11,-11
CCC(=NCc1ccc2c(c1)OCO2)c1c(O)n(C2CCCCC2)c(=O)[nH]c1=O,-10%,-22%,9,-83*
O=c1cccc2n1CC1CC2CN(Cc2cccc(Cl)c2Cl)C1 (centres undefined),-4%,-25%,14,?
CN1CCN(c2ccc(S(C)(=O)=O)cc2[N+](=O)[O-])CC1,.,-2%,.,48
CC12CCC3C(CC=C4CC(O)CCC43C)C1C/C(=C\c1ccccc1F)C2=O (centres undefined),.,-2%,-4,45
COc1cccc([C@@]2(O)CCCC[C@@H]2CN(C)C)c1,-3%[0.0915 µM],0%[0.00818 µM],.,.
O=Cc1cn(CCCOc2ccccc2)c2ccccc12,.,-1%,.,-17
Cc1c(/C=N/O)c2ccccc2n1C,.,6%,-8,?
O=c1c2ccccc2[nH]c(=S)n1-c1ccc2c(c1)OCO2,-5%,-14%,-1,32
O=[N+]([O-])CCO,0%,-5%,.,.
O=C(C1CCC(=O)N1Cc1ccccc1Cl)N1CCC2(CC1)OCCO2 (centres undefined),2%,-1%,-1,-5
CN1CCN(C(=O)COc2ccc(C(C)(C)C)cc2Br)CC1,15%,2%,-6,-18
Cc1c2ccncc2c(C)c2c1[nH]c1ccccc12,23%,?,-2,-115*
CCCCc1nc(N2CCNCC2)c(C#N)c2c1CSC(C)(C)C2,18%[11.4 µM],2%,3[1.84 µM],?
CCCCn1c(O)c(C(C)=Nc2ccc(C(=O)O)cc2)c(=O)[nH]c1=O,-9%,-2%,1,?
Oc1cc(Cl)c(Cl)c(Cl)c1Cl,-10%,0%,.,.
O=C(Cc1ccccc1)Oc1ccc(N2C(=O)CCC2=O)cc1,-4%,0%,6,16
Cc1cccc(N2C(=O)NC(=O)/C(=C/c3ccc([N+](=O)[O-])o3)C2=O)c1,.,13%,.,-21
CN(C)CCN=Cc1c(O)n(-c2cccc(C(F)(F)F)c2)c(=O)[nH]c1=O,13%,4%,-5,10
CP(=O)(O)CCCN,-2%&15%&-4%,-4%&-5%&-2%,1&-5&-1,-11
O=P(Nc1c(Cl)cccc1Cl)(c1ccccc1)c1nc2c(s1)CCCC2 (centres undefined),-11%,-2%,4,5
Cc1cc(N2C(=O)C3CCCN3C2c2cccc(Cl)c2)no1 (centres undefined),.,7%,4,18
CCC(C)NC(=O)c1c(N)n(CCCOC)c2nc3ccccc3nc12 (centres undefined),-7%,-10%,-3,-2
CC(C)(O)C(=O)Nc1ccc([N+](=O)[O-])c(C(F)(F)F)c1,-3%,-11%,.,.
Cc1ccc(Cc2c(C)nc3nc(SCC(=O)N4CCC5(CC4)OCCO5)nn3c2C)cc1,-7%,6%,6,32
CN(C)C(=O)Cl,6%,-3%,.,.
Cc1c([C@@H](C)[C@H]2NC[C@H](C)C[C@@H]2O)ccc2c1C[C@@H]1[C@H]2CC=C2C[C@@H](O)CC[C@@]21C,-4%[11.4 µM],1%[11.4 µM],.,.

# Further results follow:
SMILES,ALOX15B inhib,12-hLO inh,IMPase cell inh,PNC inhibitor
CCN1CCN(Cc2ccc(C)cc2)CC1,4%,-6%,-3,-9
CN(C)C(=O)Oc1ccc(-c2nnco2)cc1,3%,6%,1,-16
CN1CC[C@@]2(CCCN(C(=O)c3csnn3)C2)C1,30%,6%,.,.
CC(C)(C)NCC(O)c1cc(Cl)c(N)c(Cl)c1 (centres undefined),-13%,-12%&-1%,.,4
COc1ccc(CCN(C)Cc2ccc(F)cc2F)cc1OC,-2%,3%,-3,?
CC(=O)Nc1ccccc1C(=O)OCC(=O)c1ccc2ccccc2c1,2%,-28%,12,?
CC(=O)OC1CC(OC(C)=O)[C@]2(C)C(CC(OC(C)=O)[C@]3(C)C2CC[C@@]2(C)C(c4ccoc4)C(=O)C4O[C@]432)C1(C)C (some centres undefined),-8%,-1%,.,.
CN[C@@H](C)[C@H]1CC[C@@H](N)[C@@H](O[C@@H]2[C@@H](O)[C@@H](O[C@H]3OC[C@@](C)(O)[C@@H](NC)[C@@H]3O)[C@H](N)C[C@@H]2N)O1 (tested in a mixture with another compound),9%[25.6 µM],-4%[25.6 µM],.,.
C[C@H]1CC[C@@H]2[C@@H](C)[C@H]3[C@H](C[C@H]4[C@@H]5CC=C6CC(O[C@@H]7O[C@H](CO)[C@H](O)[C@H](O[C@@H]8O[C@H](CO)[C@@H](O)[C@H](O)[C@H]8O)[C@H]7O[C@H]7O[C@@H](C)[C@H](O)[C@@H](O)[C@H]7O)CC[C@]6(C)[C@H]5CC[C@]34C)N2C1 (some centres undefined),-7%,-4%,.,.
CCCc1cc2c(n1CCO)C(C)C1CN(C(=O)c3ccccc3)C(C)(C(=O)OC)C21 (centres undefined),-2%,-2%,.,.
CC(N)C(O)c1ccc(O)c(O)c1 (centres undefined),-8%&10%,-4%&3%,.,.
N[C@H](Cc1ccccc1)c1nn[nH]n1,1%[11.4 µM],0%[11.4 µM],.,.
Nc1ccccc1O.O.O=C(O)[C@H]1[O][Sb][O][C@H]1C(=O)O,-22%[11.4 µM],-5%[11.4 µM],.,.
O=c1c(C=NCCN2CCNCC2)c(O)n(C2CCCCC2)c(=O)n1C1CCCCC1,43%[activator],1%,-1,?
CC(C)c1cc2c(c(O)c1O)[C@]1(C(=O)O)CCCC(C)(C)C1CC2 (some centres undefined),?,0%,.,.
O=C(c1ccccc1F)c1cn(CC(=O)N2CCOCC2)c2ccccc12,0%,3%,-1,80
CCOC(=O)C(O)(c1ccc(NC(=O)Oc2ccccc2)cc1)C(F)(F)F (centres undefined),.,-1%,.,3
CC1=CCCC2C1(C)CCC(C)C2(C)CC/C(C)=C/C[n+]1cn(C)c2c(N)ncnc21 (centres undefined),38%[activator],-4%,.,.
O=C(Oc1ccccc1)N1CCC2(CCCN(C(c3ccccc3)c3ccccc3)C2)CC1,2%,-2%,.,.
N#CC(C#N)=Cc1cc(O)c(O)c([N+](=O)[O-])c1,-26%[0.0915 µM],-18%[0.00818 µM],.,.
Cc1cc(OCC(=O)O)c2c3c(c(=O)oc2c1)CCCC3,0%,2%,0,34
C=CCN1C(=O)/C(=C/c2ccc(N3CCOCC3)o2)C(=O)NC1=S,.,-9%,.,50
O=NN1CCCCC1,-3%,-4%,.,.
CC1=C2[C@H]3OC(=O)[C@@H](C)[C@@H]3CC[C@@]2(C)C=CC1=O,-5%[0.0915 µM],0%[0.00818 µM],.,.
CC(C)N(CC(O)c1cccc([N+](=O)[O-])c1)C(C)C (centres undefined),4%,1%,12,?
O=C1NC(=O)C(Cc2cccs2)C(=O)N1,3%,-2%,-7,?
Cc1ccc2c(c1N)C(=O)c1ccccc1C2=O,-8%,-5%,.,.
CCS(=O)(=O)N1CCCC(C(=O)N2CCC3(CC2)OCCO3)C1 (centres undefined),-6%,-3%,2,-30

# Compound profiles (already shown). Screens in order: ALOX15B inhib	12-hLO inh	IMPase cell inh	PNC inhibitor
# Results for `Cc1ccc2c(c1N)C(=O)c1ccccc1C2=O` : -8%	-5%	.	.
# Results for `Cc1sc2c(c1C)C(c1ccc(C(C)(C)C)cc1)=NCC(=O)N2CC(=O)Nc1nccs1` : .	-8%	3	64
# Results for `O=C(CSC1c2ccccc2-c2ccccc21)N/N=C/c1ccccc1` : -7%	2%	9	0
# Results for `CC(C)N(CCC(C(N)=O)(c1ccccc1)c1ccccn1)C(C)C` (centres undefined) : 0%	-4%&-4%	.	5
